# ATG4B inhibitor = inhibitors of human ATG4B cysteine protease. Q9Y4P1. ATG4B cleavage of LC3-PLA2, NBD-HPC fluorescence, 1 h. inhibition, % at 8.33 µM. 340,000 compounds, 0.51% hits. AID 504462; in the data active means inhibition above about 40%
# Target sequence (Q9Y4P1 whole entry, looked up): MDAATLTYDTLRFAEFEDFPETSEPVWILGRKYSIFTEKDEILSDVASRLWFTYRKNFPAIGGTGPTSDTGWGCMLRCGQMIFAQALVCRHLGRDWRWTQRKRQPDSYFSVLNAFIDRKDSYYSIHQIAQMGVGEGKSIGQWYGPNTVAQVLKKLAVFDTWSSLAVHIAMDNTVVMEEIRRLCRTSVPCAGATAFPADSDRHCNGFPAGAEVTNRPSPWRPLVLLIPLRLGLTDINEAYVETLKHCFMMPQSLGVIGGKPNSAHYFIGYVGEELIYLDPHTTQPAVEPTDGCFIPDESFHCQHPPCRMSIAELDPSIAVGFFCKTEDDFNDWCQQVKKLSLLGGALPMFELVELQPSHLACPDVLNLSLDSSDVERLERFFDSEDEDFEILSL
# UBC13 polyUb = inhibitors of human UBC13 polyubiquitin chain formation; P61088; TR-FRET; inhibition, % at 20 µM; 330,000 compounds, 0.47% hits; in the data active means inhibition above about 45%, passing the limit was not always enough
# Target sequence (P61088 whole entry, looked up): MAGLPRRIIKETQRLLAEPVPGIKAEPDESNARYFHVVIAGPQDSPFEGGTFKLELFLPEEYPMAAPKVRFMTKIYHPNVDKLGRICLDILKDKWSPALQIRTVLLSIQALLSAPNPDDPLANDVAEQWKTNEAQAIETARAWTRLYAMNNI
# CCR6 antagonist = antagonists of human CCR6 receptor; CHO-K1 CCR6 PathHunter beta-arrestin, luminescence, CCL20-stimulated; AID 493098; inhibition, % at 20 µM; 340,000 compounds, 0.49% hits; P51684;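 active means compounds whose inhibition of the agonist-driven luminescence signal at 20 µM reaches about 50%, limit read from the data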;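 further: cells stimulated with CCL20 at 14 nM final; plate controls were DMSO with CCL20 for no effect and DMSO without agonist for full effect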
# Gli-Sufu block = antagonists of Gli-Sufu signaling | Sufu-KO-LIGHT fibroblasts, Gli luciferase reporter luminescence | inhibition, % at 5 µM | 340,000 compounds, 0.74% hits;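 active means inhibition above about 55%, limit read from the data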;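 further: 0% = DMSO-treated cells and 100% = wells with medium but no cells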
# APJ antag = antagonists of human APJ apelin receptor; P35414; CHO-K1 APJ beta-arrestin complementation, luminescence; inhibition, % at 20 µM; 330,000 compounds, 0.32% hits; AID 2521;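 active means inhibition above about 40% at 20 µM, limit read from the data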;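 further: cells challenged with 10 nM apelin-13 agonist together with compound; plate controls were apelin-13 plus DMSO wells for no effect and DMSO wells lacking apelin-13 for full effect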
# EBI2 block = blocks human EBI2 receptor beta-arrestin signaling; EBI2 beta-arrestin recruitment, luminescence, 7a,25-OHC stimulated; inhibition, % at 5 µM; 360,000 compounds, 0.81% hits; AID 651636; in the data active means inhibition above about 38%;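 further: enzyme fragment complementation signal reports receptor beta-arrestin coupling in cells; 0% = agonist plus DMSO wells and 100% = wells without agonist; some results beyond the cut were filed as inactive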
# Target sequence (P32249 whole entry, looked up, the tested form may be a part): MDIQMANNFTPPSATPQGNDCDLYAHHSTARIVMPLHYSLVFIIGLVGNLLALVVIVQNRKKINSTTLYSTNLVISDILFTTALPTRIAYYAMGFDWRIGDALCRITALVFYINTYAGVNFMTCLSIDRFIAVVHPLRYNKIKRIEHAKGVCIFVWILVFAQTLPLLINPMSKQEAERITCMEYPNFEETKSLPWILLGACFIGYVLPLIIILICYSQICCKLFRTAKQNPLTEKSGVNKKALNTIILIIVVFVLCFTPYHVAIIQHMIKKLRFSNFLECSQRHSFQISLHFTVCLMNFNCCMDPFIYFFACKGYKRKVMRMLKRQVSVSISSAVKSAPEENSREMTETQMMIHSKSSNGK
# CXCR6 inh = blocks human CXCR6 beta-arrestin recruitment; inhibition, % at 20 µM; CHO-K1 PathHunter CXCR6 beta-arrestin, luminescence; 360,000 compounds, 0.36% hits; AID 602244; O00574; in the data active means inhibition above about 34%, passing the limit was not always enough;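 further: antagonist mode with CXCL16 agonist at 10 nM final; 0% = 10 nM CXCL16 with DMSO and 100% = unstimulated wells without agonist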
# APJ agonist = APJ receptor agonism | P35414 | CHO-K1 APJ PathHunter beta-arrestin, luminescence; 0% DMSO wells, 100% apelin | activation, % at 20 µM | 330,000 compounds, 0.11% hits | AID 2520;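 active means activation more than six SD over the plate average, tested at 20 µM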;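 further: 0% = DMSO alone and 100% = apelin-13 at 10 nM; some results filed as inactive read as strong as hits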
#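 Test system: CHO-K1 APJ beta-arrestin complementation cell line | Compound: Single test compound dose, 20 µM final, 1% DMSO | Incubation: Compound 90 min 25 °C, reagent 1 h | Measured by: beta-gal luminescence | Read-out basis: APJ–arrestin association signal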
# Active calls of the source: *; x = no result given.
# Screens by letter: A = ATG4B inhibitor; B = UBC13 polyUb; C = CCR6 antagonist; D = Gli-Sufu block; E = APJ antag; F = EBI2 block; G = CXCR6 inh; H = APJ agonist
[1] O=C(CCCCCn1c(=S)[nH]c2ccc(N3CCOCC3)cc2c1=O)NC1CCN(Cc2ccccc2)CC1
  A: -4 | B: 41 | C: 8 | D: 13 | E: 7 | F: 5 | G: -3 | H: -3

[2] CCOC(=O)N1CCN(C(=O)CCSCCc2ccncc2)CC1
  A: -2 | B: 4 | C: -14 | D: 9 | E: 6 | F: -2 | G: -6 | H: -3

[3] Cn1c(SCC(=O)N2c3ccccc3CCc3ccccc32)nnc1-c1cc2ccccc2cc1O
  A: -7 | B: x | C: -1 | D: 27 | E: x | F: 31 | G: -1 | H: x

[4] CC(C)NC[C@@H](O)c1ccc(O)c(O)c1
  A: -2 | B: 13 | C: -6 | D: -7 | E: -2 | F: -8 | G: -12 | H: -2

[5] O=C(NCCOc1cccnc1)c1ccc(OC2CCN(Cc3ccccn3)CC2)cc1
  A: x | B: 1 | C: x | D: x | E: 2 | F: 0 | G: -9 | H: 9

[6] O=C(C(Cc1ccccc1)n1cccc1)N1CCc2ccccc21 (centres undefined)
  A: 7 | B: -6 | C: 10 | D: -13 | E: 17 | F: -12 | G: -6 | H: -5

[7] CC(C)CN(C(=O)COC(=O)c1ccccc1NCc1ccco1)c1c(N)n(Cc2ccccc2)c(=O)[nH]c1=O
  A: -3 | B: 11 | C: 8 | D: 7 | E: 15 | F: 3 | G: 10 | H: 4

[8] CCOc1cccc(-c2csc(C3COc4ccccc4O3)n2)c1 (centres undefined)
  A: 1 | B: x | C: 10 | D: -77 | E: x | F: 15 | G: -10 | H: x

[9] COc1ccc(S(=O)(=O)N2CCCCCC2)cc1N
  A: -4 | B: -10 | C: -8 | D: 24 | E: 2 | F: -8 | G: -2 | H: -3

[10] CC(C)(C)C1=CC(=O)C(N2CCOCC2)=CC1=O
  A: 2 | B: -8 | C: 4 | D: -2 | E: -56 | F: -3 | G: 0 | H: 5

[11] Cc1cccc(Nc2nnc(SCC(=O)NC(=O)CN3CCCC3=O)s2)c1
  A: 2 | B: 0 | C: 10 | D: 3 | E: 13 | F: -1 | G: -18 | H: -5

[12] COc1ccccc1OCCNC(=O)c1cc(C2CC2)nc2c1cnn2C(C)C
  A: -8 | B: 1 | C: 15 | D: -1 | E: -19 | F: -1 | G: 8 | H: -5

[13] NS(=O)(=O)c1cccc(NC(=O)CSc2n[nH]c(-c3cccs3)n2)c1
  A: -3 | B: -6 | C: -2 | D: -2 | E: 6 | F: 0 | G: 0 | H: 4

[14] COc1cccc(CNC(=O)CC(NC(=O)c2ccccc2)c2ccccc2)c1 (centres undefined)
  A: -6 | B: 2 | C: 3 | D: -2 | E: -2 | F: 2 | G: 3 | H: 0

[15] CC1CCN(C2CCN(S(=O)(=O)c3ccc(C(F)(F)F)cc3)CC2)CC1
  A: 1 | B: -2 | C: 15 | D: 25 | E: 11 | F: 4 | G: -1 | H: -1

[16] Cc1cc(NC(=O)CN2C(=O)NC(C)(c3ccccc3)C2=O)no1 (centres undefined)
  A: -6 | B: 2 | C: 4 | D: 25 | E: -10 | F: 5 | G: -1 | H: -3

[17] O=C(CCN1CCCCC1)c1cccc(Cl)c1
  A: -2 | B: x | C: 0 | D: 5 | E: x | F: -12 | G: -3 | H: x

[18] O=C(CSc1ccc2ccccc2n1)N1CCC(c2noc3ccc(F)cc23)CC1
  A: 6 | B: 24 | C: -2 | D: 2 | E: 1 | F: 38* | G: -8 | H: -3

[19] Cc1cc(C)cc(NC(=O)CSc2nc3c(c(=O)n2C)SC(C)C3)c1 (centres undefined)
  A: -1 | B: 10 | C: 14 | D: 8 | E: 14 | F: 2 | G: 8 | H: -2

[20] CC(C)NCC(O)COc1ccc(Br)cc1 (centres undefined)
  A: -5 | B: -9 | C: 12 | D: 6 | E: 3 | F: 1 | G: -4 | H: -1

[21] O=C(O)c1cc(Cl)ccc1NC(=O)C1CCCO1 (centres undefined)
  A: -19 | B: 0 | C: -1 | D: -2 | E: 5 | F: -1 | G: -12 | H: 4

[22] Cc1ccc2[nH]c3nc(SCCN4CCOCC4)nnc3c2c1
  A: 5 | B: -31 | C: -5 | D: -7 | E: 25 | F: -15 | G: -1 | H: -3

[23] COc1cc2c(cc1OC)C(C(=O)Nc1cc(C)c(OC)c(C)c1)CC(=O)N2 (centres undefined)
  A: -4 | B: 2 | C: 2 | D: -8 | E: 9 | F: 3 | G: -4 | H: -5

[24] Cc1csc2nnc(N)n12
  A: -11 | B: 5 | C: 21 | D: -25 | E: 15 | F: 0 | G: -7 | H: 8

[25] CC(C)=CC1C(C(=O)Nc2ccc(S(=O)(=O)N3CCOCC3)cc2)C1(C)C (centres undefined)
  A: 2 | B: -10 | C: 3 | D: 5 | E: -5 | F: -3 | G: 2 | H: -5

# In the list so far, 2 contain a Cl atom:
# Screens by letter: A = ATG4B inhibitor; B = UBC13 polyUb; C = CCR6 antagonist; D = Gli-Sufu block; E = APJ antag; F = EBI2 block; G = CXCR6 inh; H = APJ agonist
[17] O=C(CCN1CCCCC1)c1cccc(Cl)c1
  A: -2 | B: x | C: 0 | D: 5 | E: x | F: -12 | G: -3 | H: x

[21] O=C(O)c1cc(Cl)ccc1NC(=O)C1CCCO1 (centres undefined)
  A: -19 | B: 0 | C: -1 | D: -2 | E: 5 | F: -1 | G: -12 | H: 4

# Next section:
# Screens by letter: A = ATG4B inhibitor; B = UBC13 polyUb; C = CCR6 antagonist; D = Gli-Sufu block; E = APJ antag; F = EBI2 block; G = CXCR6 inh; H = APJ agonist
[26] COC(=O)COc1ccc(S(=O)(=O)NCCC2=CCCCC2)cc1Cl
  A: 10 | B: -2 | C: -3 | D: 3 | E: -1 | F: -5 | G: -2 | H: -4

[27] COc1ccc(C2CC(c3ccccc3Br)=NN2c2ccc(S(N)(=O)=O)cc2)cc1 (centres undefined)
  A: 9 | B: x | C: 23 | D: -3 | E: x | F: 7 | G: 0 | H: x

[28] COc1ccc(N(CC(=O)NC2CCCCC2)S(=O)(=O)c2c(C)[nH]c(=O)[nH]c2=O)cc1
  A: -4 | B: -3 | C: 1 | D: 2 | E: 10 | F: -3 | G: 7 | H: 0

[29] Cc1ccc(C(=O)NCCCN2CCOCC2)o1
  A: -1 | B: 6 | C: 18 | D: 1 | E: 4 | F: -10 | G: -4 | H: -3

[30] COc1cc(-c2cc(C(=O)Nc3ccc(S(=O)(=O)Nc4ncccn4)cc3)c3ccccc3n2)cc(OC)c1OC
  A: -2 | B: 28 | C: 9 | D: 5 | E: -6 | F: 1 | G: -7 | H: 1

[31] Cc1occc1-c1nnc(SCC(=O)NCCc2ccccc2)n1C(C)c1ccccc1 (centres undefined)
  A: 11 | B: 0 | C: 12 | D: 3 | E: -9 | F: 51* | G: 6 | H: 2

[32] O=C(Nc1ccccc1C(F)(F)F)N1CCN(c2ccccn2)CC1
  A: -4 | B: 6 | C: -7 | D: 0 | E: 13 | F: -5 | G: -30 | H: -2

[33] Cc1ccc(Oc2ccc3c(c2)C(=O)N(c2cccc4cccnc24)C3=O)cc1
  A: -1 | B: 7 | C: 8 | D: 3 | E: 0 | F: 11 | G: -5 | H: 0

[34] O=C(NCC(c1ccco1)N1CCCC1)c1ccc(Cl)cc1 (centres undefined)
  A: -4 | B: -3 | C: 7 | D: 2 | E: -5 | F: -9 | G: 0 | H: -2

[35] O=C1N(Cc2cccc(Cl)c2)C[C@@H]2C[C@@H](c3ccccn3)N3CCC[C@@]123
  A: -4 | B: 18 | C: 5 | D: 5 | E: 20 | F: -6 | G: -15 | H: -1

[36] O=C(O)c1cnn2c(-c3ccc(F)cc3)ccnc12
  A: -4 | B: 1 | C: 2 | D: -4 | E: 8 | F: 2 | G: -5 | H: 0

[37] Cc1ncc(CN2CCN(Cc3ccccc3)C(CCO)C2)s1 (centres undefined)
  A: -5 | B: 2 | C: 4 | D: -3 | E: -13 | F: -4 | G: -6 | H: -2

[38] CC(C)C(=O)Nc1c2c(nn1-c1ccc(F)cc1)CS(=O)(=O)C2
  A: 0 | B: 1 | C: 9 | D: x | E: 18 | F: -13 | G: 3 | H: -2

[39] CCOc1ccc(NC(=O)CC(=O)Nc2ccc(OCC)cc2)cc1
  A: 0 | B: 0 | C: 2 | D: -7 | E: 3 | F: 2 | G: -5 | H: 0

[40] CC(/C=C/c1ccccc1)=N\NC(=O)Cn1cncn1
  A: 4 | B: 0 | C: 0 | D: -5 | E: 8 | F: -3 | G: 5 | H: -1

[41] CC(OC(=O)C1CC1C)C(=O)Nc1ccc(Cl)cn1 (centres undefined)
  A: -5 | B: 4 | C: 7 | D: 48 | E: 18 | F: 5 | G: 9 | H: -4

[42] COc1ccc(OC)c(CN2CCCC(C(=O)N3CCCCC3)C2)c1 (centres undefined)
  A: -3 | B: -1 | C: -2 | D: 4 | E: 2 | F: -1 | G: 0 | H: -3

[43] CCOc1ccc(NC(=O)Cn2c(=O)n(CC3CCCO3)c(=O)c3ccccc32)cc1 (centres undefined)
  A: -3 | B: 17 | C: 12 | D: -17 | E: 16 | F: -2 | G: 2 | H: -5

[44] O=C(NNC(=S)NC(=O)c1ccccc1)c1ccc([N+](=O)[O-])cc1
  A: 3 | B: -22 | C: 22 | D: -5 | E: 11 | F: -6 | G: 12 | H: 2

[45] CCCn1c(NCc2cccc(OC)c2O)nc2ccccc21
  A: 2 | B: 8 | C: -5 | D: -15 | E: 9 | F: 0 | G: 7 | H: 1

[46] CCc1ccc(NC(=O)Cn2cnc3sc(C)c(S(=O)(=O)N4CCOCC4)c3c2=O)cc1
  A: -11 | B: 4 | C: -12 | D: -8 | E: 12 | F: -12 | G: -1 | H: -1

[47] Oc1ccc(Cc2ccc(Cl)cc2)c(O)c1
  A: 8 | B: 7 | C: 15 | D: -15 | E: -1 | F: -2 | G: -10 | H: -1

[48] Cc1ccsc1/C=N/Nc1ccc(Cl)nn1
  A: -7 | B: -6 | C: 4 | D: -36 | E: 6 | F: 1 | G: -4 | H: -1

[49] O=C(CC1NCCNC1=O)NC1Cc2ccccc2C1 (centres undefined)
  A: -9 | B: 7 | C: -8 | D: 7 | E: 0 | F: 4 | G: -14 | H: 2

[50] CCC(C)N1CCN(C(=O)c2cc(OC)cc(OC)c2)CC1 (centres undefined)
  A: -2 | B: -10 | C: 0 | D: 5 | E: -27 | F: -2 | G: 1 | H: -2

[51] C/C(=N\n1c(C)nc2ccccc2c1=O)c1ccc(C)o1
  A: -1 | B: -8 | C: 3 | D: 5 | E: 3 | F: 2 | G: -2 | H: -2

# EBI2 block, hit marks shown above
cpd | smiles | ATG4B inhibitor | UBC13 polyUb | CCR6 antagonist | APJ antag | EBI2 block | CXCR6 inh | APJ agonist
18 | O=C(CSc1ccc2ccccc2n1)N1CCC(c2noc3ccc(F)cc23)CC1 | 6 | 24 | -2 | 1 | 38* | -8 | -3
31 | Cc1occc1-c1nnc(SCC(=O)NCCc2ccccc2)n1C(C)c1ccccc1 (centres undefined) | 11 | 0 | 12 | -9 | 51* | 6 | 2

# Seven entries from above, ordered by the number in CCR6 antagonist, low to high.
no. | SMILES | CCR6 antagonist
49 | O=C(CC1NCCNC1=O)NC1Cc2ccccc2C1 (centres undefined) | -8
45 | CCCn1c(NCc2cccc(OC)c2O)nc2ccccc21 | -5
42 | COc1ccc(OC)c(CN2CCCC(C(=O)N3CCCCC3)C2)c1 (centres undefined) | -2
50 | CCC(C)N1CCN(C(=O)c2cc(OC)cc(OC)c2)CC1 (centres undefined) | 0
28 | COc1ccc(N(CC(=O)NC2CCCCC2)S(=O)(=O)c2c(C)[nH]c(=O)[nH]c2=O)cc1 | 1
37 | Cc1ncc(CN2CCN(Cc3ccccc3)C(CCO)C2)s1 (centres undefined) | 4
38 | CC(C)C(=O)Nc1c2c(nn1-c1ccc(F)cc1)CS(=O)(=O)C2 | 9
